SDO1 yeast rescue – growth rescue of sdo1-depleted yeast, primary screen, S. cerevisiae, bone marrow failure model; S. cerevisiae sdo1-depleted JHY4D growth rescue, OD600 30 h; stronger effect = higher value; pdr5 snq2 efflux-pump mutant strain; z-score at 10 µM; actives 0.21% (n = 140,000);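 active means z-score above 3 at both the 24 hr and the 30 hr optical density reads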;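 further: z-score against mean and SD of all compound wells on the same plate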
INS promoter inh – inhibitors of insulin promoter-driven GFP, primary screen, imaging, TRM-6 cells (human fetal islet line), eGFP reporter, cell count. reporter expression induced with tamoxifen. inhibition, % at 2 µM. actives 0.9% (n = 130,000);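 active means inhibition above the mean plus 3 SD, with well images judged a real hit on visual review, cut at about 60% in these data, passing the limit was not always enough; inconclusive means inhibition over the cutoff but images rejected on review; inactive means inhibition not above the cutoff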
SDO1 yeast rescue Rescue 24 h – second read-out of SDO1 yeast rescue, no call of its own (marks repeat the call); z-score; S. cerevisiae sdo1-depleted JHY4D growth rescue, OD600; measured here: growth rescue at 24 h;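 0 is the plate mean of compound wells and units are plate SD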
Numbers without * were called inactive; u = inconclusive; x = not tested or not shown; & = joins results of further samples; [ ] = dose if it differs, or a comment.

SMILES	SDO1 yeast rescue	SDO1 yeast rescue Rescue 24 h	INS promoter inh
Cc1ccc(CC(=O)Nc2ccc(OC(F)F)c(Cl)c2)cc1C	-0.56	-0.28	-16
CS(=O)(=O)N(CC(=O)N1CCCC1)c1cccc(Cl)c1Cl	0.17	0.04	-29
Cc1ccc(C(=O)N/C(=C\c2ccc(-c3ccc([N+](=O)[O-])cc3)o2)C(=O)NC2CCS(=O)(=O)C2)cc1 (stereo not given)	0.03	1	x
Cc1ccc(SCCNC(=O)/C=C/c2cccc([N+](=O)[O-])c2)cc1	-1.4	-1.2	19
Cc1ccc(C2OCC3(CO2)COC(c2ccc(C)cc2)OC3)cc1 (stereo not given)	0.34	-0.22	-12
CC(C)c1ccc(NC(=O)CSc2nc3c(c(=O)[nH]2)CCC3)cc1	0.49	1.1	35
S=C(NCCc1ccccc1)N/N=C/c1cccc(Cl)c1Cl	-0.8	-0.08	x
COc1ccc(N2C(=O)C3CCCN3C2c2ccccc2)cc1 (stereo not given)	0.27	1.1	x
COc1ccc(OC)c(NC(=O)C2CCN(c3nc(C)cc(C)n3)CC2)c1	0.99	1.1	65
CNC(=O)COC(=O)CCC(=O)c1ccc(Cl)cc1	x	x	-14
O=C(O)CCC(=O)NCc1ccc2[nH]c3c(c2c1)CCCC3	1	0.56	x
CCOC(=O)c1c(NC(=O)CSc2ncccn2)sc2c1CCN(Cc1ccccc1)C2	-0.42	-0.11	-39
CN(C)/N=C/C=C1\CC/C(=C\c2ccc(Br)cc2)C1=O	1	1.6	4
CSc1ccc(-c2c(C#N)c(N)nc3c2CCCC3)cc1	-0.11	0.93	36
CCOC(=O)[C@H]1NN=C(C(=O)OC)[C@@H]1c1ccccc1	0.9	0.62	-17
CCC1SC(CC)C(=O)N(CC(=O)NCc2ccc(F)cc2)C1=O (stereo not given)	x	x	-23
CCOC(=O)c1ccc(N2C(=O)C(C)=C(C)C2=O)cc1	0.91	0.22	x
O=C1c2ccccc2C(=O)N1Cc1ccco1	0.11	0.39	-35
O=Cc1cccn1Cc1ccccc1[N+](=O)[O-]	1.2	-0.2	24
CS(=O)(=O)N(CC(=O)N1CCCCC1)c1cccc(F)c1	x	x	-13
CC1CN(S(=O)(=O)c2ccc(C(=O)Nc3ccc(S(=O)(=O)Nc4ncccn4)cc3)cc2)CC(C)O1 (stereo not given)	0.46	-0.18	38
Cc1ccc(-c2nc3ccccc3n3c(C)nnc23)cc1	-0.15	-0.8	x
CCOc1ccccc1-n1c(=O)c2ccccc2c2ccccc2c1=O	-0.04	-0.13	5
c1ccc(CSc2nnc(-c3ccccn3)n2-c2ccccc2)cc1	-1.2	-0.04	-49
CCCCNC(=O)Nc1ccnn1C1CCCCC1	2.7	3.2	35
SMILES	SDO1 yeast rescue	SDO1 yeast rescue Rescue 24 h	INS promoter inh
Cc1ccccc1Nc1nnc(SCC(=O)Nc2ncc(C(F)(F)F)cc2Cl)s1	-0.36	-0.37	x
COc1cc(CNc2nc(C)c([N+](=O)[O-])c(C)c2C#N)cc(OC)c1OC	0.3	0.42	19
CSc1nccc(-c2cc(Cl)sc2Cl)n1	-1.2&-0.84	-0.75&-0.54	7
Cc1c(Nc2nc3ccccc3nc2NS(=O)(=O)c2cccs2)c(=O)n(-c2ccccc2)n1C	0.51	-0.33	75*
CCCN(CCC(=O)Nc1cc(OC)cc(OC)c1)CC1CC1	0.9	-0.17	x
O=C(Cn1c(=O)sc2ccccc21)Nc1ccccc1C(=O)O	0.1	0.44	36
Cc1sc(NC(=O)CN(Cc2ccc(F)cc2)C(=O)C(C)(C)C)c(C(N)=O)c1C	0.66	0.18	x
O=C(Nc1nc2c(s1)CCCC2)c1nn(Cc2ccccc2)c(=O)c2ccccc12	-0.83	-0.47	3
C=CCn1c(N)cc(=O)nc1SCC(=O)N(c1ccccc1)c1ccccc1	x	x	-68
CCS(=O)(=O)NCc1cn2c(C)csc2n1	0.93	-0.88	x
COC(=O)COC(=O)c1ccc(-n2nnnc2SC)cc1	0.58	-0.14	0
CCOC(=O)c1[nH]c(Cc2[nH]c(C(=O)OCC)c(C)c2CCC(=O)OC)c(CCC(=O)OC)c1C	-0.1	0.29	x
Cc1ccc2nc(-c3ccc(NC(=O)C4CCCO4)cc3)[nH]c2c1 (stereo not given)	0.54	-0.07	3
CC12COC3(C(=O)Nc4ccc(Cl)cn4)CC1CCC32C (stereo not given)	-0.33	0.01	9
CSc1nc(C)cc(OCCO)n1	0.61	0.58	x
Cc1cc(C)cc(N(CC(=O)N2CCN(c3ccccc3)CC2)S(=O)(=O)c2c(C)noc2C)c1	-0.81	-0.89	x
CCOC(=O)N1CCC(n2c(SCC(=O)NCCC3=CCCCC3)nc3ccccc3c2=O)CC1	-0.85	-0.35	x
CCn1ncc(C2=NOC(C(=O)Nc3ccc(C)cc3)C2)c1C (stereo not given)	1.6	0.25	25
Cc1cccc(-n2c(O)c(C=NC3CCS(=O)(=O)C3)c3ccccc3c2=O)c1 (stereo not given)	0.64	0.71	21
Cc1ccc(Cc2c[nH]c(=S)s2)cc1	x	x	-46
CSc1nc(-c2ccco2)nn1S(C)(=O)=O	0.59	0.07	45
Cc1ccc(C(=O)COC(=O)c2cnccn2)cc1C	x	x	-57
NC(=O)COc1ccc(/C=N/NC(=O)C2CCCN2S(=O)(=O)c2ccc(Cl)cc2)cc1 (stereo not given)	0.13	-0.68	7
Oc1ccc2ccccc2c1CNn1cnnc1	0.4	-0.07	x
O=C(CSc1ncnc2ccccc12)c1cccs1	x	x	55
SMILES	SDO1 yeast rescue	SDO1 yeast rescue Rescue 24 h	INS promoter inh
COC(=O)[C@H](Cc1ccccc1)NC(=O)NCCc1ccc(S(N)(=O)=O)cc1	1.3	1.9	x
O=C(CCN1CCc2ccccc2C1)c1ccc2c(c1)OCCO2	0.89	1	-17
Cc1cc(C)cc(NS(=O)(=O)c2ccc(Oc3ncc(C(F)(F)F)cc3Cl)cc2)c1	-0.98	-0.83	-29
O=S(=O)(c1cccc2nsnc12)N1CCc2ccccc2C1	-1.2[10.6 µM]	-0.85	-56
CCOC(=O)c1c(OCCO)noc1N	x	x	-19
O=C(O)CCCc1ccccc1	0.2	0.7	-24
O=C(CNC(=O)COc1ccccc1)NCCc1ccccn1	x	x	12
O=C1CCCN1c1ccc(S(=O)(=O)NCCc2ccc(Cl)cc2)cc1	-0.32	0.04	-57
COC(=O)c1ccc(NCCC(=O)O)cc1	0.64	-0.48	37
CCN1CCN(Cc2coc3ccc(C)cc3c2=O)CC1	0.09	-0.8	-18
CC(C(=O)NC(C)(C)C)N1C(=O)c2cccc3cccc(c23)C1=O (stereo not given)	x	x	38
CC(Oc1ccccc1)c1ccnn1S(C)(=O)=O (stereo not given)	0.85	-0.73	27
O=C1CN(c2ccccc2F)C(=O)CN1c1ccccc1F	0.57	0.31	-412
COCCCNC(=O)CCCC(=O)NCCCOC	0.43	-0.3	-196
CCOC(=O)CNS(=O)(=O)c1cc(-c2nnc(Nc3ccc4c(c3)OCO4)c3ccccc23)ccc1C	0.14	-0.3	37
CCC(=O)Nc1ccc2c(c1)OCCO2	-0.15	-0.87	-11
Cc1cc(CNC(=O)COc2ccc([N+](=O)[O-])cc2)c2ccccc2n1	x	x	58
CCCC1(CCC)NC(=O)N(CC(=O)c2cc(C)n(-c3ccc4c(c3)OCO4)c2C)C1=O	1.2	1.1	x
CCCOc1ccc(OC(=O)c2ccc(Br)o2)cc1	-1	-0.91	9
O=C(O)C1CC(=O)N(Cc2cccnc2)C1 (stereo not given)	-0.23	-0.54	x
COC(=O)c1[nH]c2ccccc2c1NC(=O)CCN1CCN(C2CCCCC2)CC1	-0.14	-0.68	x
CC(=O)c1cccc(NC(=S)NCCC2=CCCCC2)c1	-1	-0.96	x
CCOC(=O)C1=NNC2(c3ccc(Cl)cc3)C(=O)N(c3ccc(C)cc3)C(=O)C12 (stereo not given)	1.1	0.77	x
Cc1cccc(S(=O)(=O)C(C#N)c2nc3ccccc3nc2N2CCCC2)c1 (stereo not given)	-0.79	-0.45	-36
Cc1ccc(C2SCCN2C(=O)c2ccc([N+](=O)[O-])cc2)cc1 (stereo not given)	0.22	0.22	-39
SMILES	SDO1 yeast rescue	SDO1 yeast rescue Rescue 24 h	INS promoter inh
COc1ccc(C(=O)Nc2ccccc2C(=O)NC(C(=O)NCc2ccco2)C(C)C)cc1 (stereo not given)	-0.72	0.5	x
COc1ccc(CNC(=O)c2cccnc2Sc2ccc(C)c(C)c2)cc1	-1	-0.09	-40
O=C(NC1CCCCCC1)C1c2ccccc2C(=O)N1Cc1cccnc1 (stereo not given)	0.66	-0.14	24
Cc1ccccc1NC(=O)c1sc(Cl)nc1-c1ccccc1	-0.59	-0.5	-37
CCOC(=O)C(NC(=O)c1ccccc1Cl)(Nc1ccc(C(F)(F)F)cc1)C(F)(F)F (stereo not given)	0.13	0.87	10
O=C1N(c2ccccc2)C2CS(=O)(=O)CC2N1c1ccc(Br)cc1 (stereo not given)	-0.08	-0.63	-65
C=CCN1C(=O)C(O)(CC(=O)c2ccc(OC)cc2OC)c2cc(Br)ccc21 (stereo not given)	-0.06	0.29	-37
Cc1onc(-c2c(F)cccc2Cl)c1C(=O)OCC(=O)NC(c1ccccc1)c1ccccc1	-0.85	-0.62	-53
COc1ccccc1-c1cn(S(=O)(=O)c2ccc(C)cc2)nc1N	-0.35	-0.18	54
CCC(=O)Nc1nonc1-c1nc2ccccc2n1Cc1ccccc1	-1.2	-0.51	u
CCOC(=O)N1CCC(N2C(=O)c3ccccc3C2Nc2ccccc2)CC1 (stereo not given)	0.83	0.68	x
O=C(CCC1N=C2c3ccccc3N=C(SCc3ccccc3Cl)N2C1=O)NCc1ccco1 (stereo not given)	0.14	0.17	-60
Fc1ccccc1OCCSc1nnnn1-c1ccccc1	-0.83	-0.49	-257
Cc1ccc(C2=N/C(=C\N(C)C)C(=O)O2)cc1	1.7	1.9	-30
Cc1ccc(S(=O)(=O)N2CCOC2CNC(=O)C(=O)NCc2ccco2)cc1 (stereo not given)	0.82	-0.18	-2
Cc1cc(C(=O)N2CCCCCC2)cs1	0.54	-0.19	-162
Cc1nc2sc(C(=O)OC(C)C)c(N)c2c(C)c1C	x	x	100*
O=C(CC1Oc2ccccc2NC1=O)NCCc1ccccc1 (stereo not given)	-0.12	0.31	x
Cn1cccc1C(=O)OCC(=O)c1cc2ccccc2o1	x	x	-185
Cc1cc(C)cc(-n2c(C)cc(C(=S)N3CCOCC3)c2C)c1	-0.92	-0.42	3
CCCCNC(=O)N1CCOCCOCCN(C(=O)NCCCC)CCOCC1	0.22	-0.36	x
COc1ccc(-c2nnc(SCC(=O)Nc3sc4c(c3C#N)CCC4)n2CC2CCCO2)cc1 (stereo not given)	0.31	0.58	x
O=c1/c(=C\c2ccc3c(c2)OCO3)sc2n1CCCN=2	-0.05	-0.19	x
CC(=O)Nc1cccc(NC(=O)CSc2ncc(-c3ccc(Cl)cc3)n2Cc2ccco2)c1	0.05	1.8	x
O=C(CSc1ncnc2scc(-c3ccc(Cl)cc3)c12)NCc1ccc2c(c1)OCO2	-2.3	-1.1	x

Random excerpt: 5 entries already listed
SMILES	SDO1 yeast rescue	SDO1 yeast rescue Rescue 24 h	INS promoter inh
Fc1ccccc1OCCSc1nnnn1-c1ccccc1	-0.83	-0.49	-257
CCOC(=O)C(NC(=O)c1ccccc1Cl)(Nc1ccc(C(F)(F)F)cc1)C(F)(F)F (stereo not given)	0.13	0.87	10
Cc1onc(-c2c(F)cccc2Cl)c1C(=O)OCC(=O)NC(c1ccccc1)c1ccccc1	-0.85	-0.62	-53
O=C(CCC1N=C2c3ccccc3N=C(SCc3ccccc3Cl)N2C1=O)NCc1ccco1 (stereo not given)	0.14	0.17	-60
CCC(=O)Nc1nonc1-c1nc2ccccc2n1Cc1ccccc1	-1.2	-0.51	u

Further compounds:
SMILES	SDO1 yeast rescue	SDO1 yeast rescue Rescue 24 h	INS promoter inh
CCN(CC)P(=O)(/C(Cl)=C\Nc1c(C)n(C)n(-c2ccccc2)c1=O)N(CC)CC	0.73	0.85	-52
Cc1cc(C)nc(N/N=C/c2ccc(N3CCOCC3)cc2)n1	x	x	16
c1ccc(-c2oc3ncnc(NCCCn4ccnc4)c3c2-c2ccccc2)cc1	-2	-1.1	-6
O=C(C1CCN(S(=O)(=O)N2CCCCC2)CC1)N1CCCCC1	0.15	-0.04	-79
Cc1nn(-c2ccccc2)c(Cl)c1C(=O)OC(C)C(=O)NC(=O)NC1CCCCC1 (stereo not given)	-0.72	-0.36	22
COC(Cc1n[nH]c(=S)n1-c1ccccc1)OC	-0.07	-1.1	-21
CC(C)=NNc1nc2sc3c(c2c(=O)[nH]1)CC(C)(C)OC3	0.02	-1.1	31
CC(NC(=O)CSc1nnc(-c2cc3cc(Cl)ccc3o2)n1C)c1ccccc1 (stereo not given)	-1.5	-0.89	20
CCn1c(-c2ccccc2Cl)nn(CC(=O)Nc2ccc(OC)cc2)c1=S	-1.5	-1.6	x

Printed as active in INS promoter inh, among the entries above:
SMILES	SDO1 yeast rescue	SDO1 yeast rescue Rescue 24 h	INS promoter inh
Cc1c(Nc2nc3ccccc3nc2NS(=O)(=O)c2cccs2)c(=O)n(-c2ccccc2)n1C	0.51	-0.33	75*
Cc1nc2sc(C(=O)OC(C)C)c(N)c2c(C)c1C	x	x	100*

Compound profiles, as listed above.
Listed for CC(C)=NNc1nc2sc3c(c2c(=O)[nH]1)CC(C)(C)OC3 = SDO1 yeast rescue: 0.02; SDO1 yeast rescue Rescue 24 h: -1.1; INS promoter inh: 31
Listed for CCN(CC)P(=O)(/C(Cl)=C\Nc1c(C)n(C)n(-c2ccccc2)c1=O)N(CC)CC = SDO1 yeast rescue: 0.73; SDO1 yeast rescue Rescue 24 h: 0.85; INS promoter inh: -52

High-throughput results (PubChem)
